# CHO-K1 Ca PAM: nonselective calcium activators in parental CHO-K1 cells, primary screen, counter-screen for M1 PAM project, cell-based, Fluo-8 calcium fluorescence, full deck, 1536-well. ATP EC20; 0% at ATP EC20, 100% at ATP max. activation, % at 3 µM. hit rate 0.02% among 360,000;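 active = activation above the run cutoff, the mean activation of all test compounds plus 3 SD, cut at about 40% in these data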;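 note: peak over basal fluorescence ratio in a 140 s read after ATP addition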
# V1R ag counter: agonists of human V1a receptor, primary screen, counter-screen for OXTR agonist project, fluorescence, CHO-V1R cells; Fluo-8 calcium fluorescence, agonist mode; 0% DMSO, 100% 3 nM vasopressin; activation, % at 3 µM; hit rate 0.25% among 320,000;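 active = activation above the mean activation of all tested compounds plus 3 SD, per screening run, cut at about 20% in these data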;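 note: signal is peak over basal fluorescence ratio across a 100 second FLIPR read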
# CHO parental Ca: ATP-evoked calcium signal inhibitors, parental CHO, primary screen, counter-screen for OX1R antagonist project, cell-based, fluorescence, Fluo-8 calcium dye; hit rate 0.63% among 330,000; inhibition, % at 5.6 µM; parental CHO-K1, ATP-induced calcium, Fluo-8 fluorescence;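 active = inhibition above that plate's mean sample inhibition plus 3 SD, cut at about 26% in these data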;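 note: 0% = ATP-challenged DMSO wells and 100% = DMSO wells without ATP; some compounds past the cut are filed as inactive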
#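 Assay system: parental CHO cells; Read-out basis: percent inhibition of ATP-evoked calcium rise, normalized to controls; Benchmarks: ATP and no-ATP DMSO wells; Compound dosing: single nominal dose of 5.6 µM per compound; Signal: Fluo-8 calcium dye fluorescence; Also added: ATP as calcium-mobilizing challenge; Repeats: singlicate.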
# OXTR potentiate: human OXTR potentiators, primary screen, fluorescence, CHO-OTR cells, Fluo-8 calcium | hit rate 0.061% among 320,000 | Fluo-8 calcium fluorescence, potentiator mode; 0% = oxytocin EC15, 100% = EC100 | activation, % at 3 µM;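 active = activation above that plate's cutoff, the mean activation of tested compounds plus 3 SD, cut at about 6.6% in these data, passing the limit was not always enough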;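 note: 100% uses oxytocin at 75 nM as the full agonist control; some results filed as inactive read as strong as hits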
# Target sequence (P30559 whole entry, looked up): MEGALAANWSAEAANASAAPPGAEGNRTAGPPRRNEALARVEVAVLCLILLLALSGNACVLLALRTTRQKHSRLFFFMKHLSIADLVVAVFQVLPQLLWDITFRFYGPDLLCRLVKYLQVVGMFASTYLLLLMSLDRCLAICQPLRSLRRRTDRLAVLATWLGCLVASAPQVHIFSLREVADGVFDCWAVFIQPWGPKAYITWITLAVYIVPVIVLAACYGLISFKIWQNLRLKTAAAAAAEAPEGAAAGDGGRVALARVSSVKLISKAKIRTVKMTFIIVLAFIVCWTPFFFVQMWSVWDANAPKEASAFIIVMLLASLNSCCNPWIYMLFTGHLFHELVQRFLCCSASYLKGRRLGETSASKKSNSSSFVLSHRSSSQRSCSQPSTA
#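 Replication – single well per compound, singlicate · Assay system – CHO cell line stably expressing human OTR · Timing – 6 min pre-incubation, 100 s read · Measure – normalized max/min fluorescence ratio, % activation · Doses – 3.0 µM, one dose · Detection – Fluo-8 calcium dye fluorescence · Probe or stimulus – oxytocin near EC15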
# OXTR agonist: human OXTR agonists, primary screen, fluorescence, CHO-OTR cells, Fluo-8 calcium; Fluo-8 calcium fluorescence; normalized: DMSO 0%, oxytocin 100%; activation, % at 3 µM; hit rate 0.32% among 320,000; AID 2435, 2010;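 active = activation above the mean of all tested compounds plus 3 SD, cutoff set per screening run, cut at about 20% in these data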;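 note: peak over basal fluorescence ratio from a 100 s FLIPR kinetic read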
# GPR7 antag: GPR7 receptor antagonists, primary screen, cell-based, fluorescence, single concentration; Neuropeptides B/W receptor type 1 (Homo sapiens), P48145; GPR7-expressing cells, fluorescence antagonist assay; inhibition, % at 4.4 µM; hit rate 1.1% among 290,000; AID 1861, 2009; in the data active = inhibition above about 16%, passing the limit was not always enough;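 note: cells stimulated with the agonist NPW; 0% = agonist with vehicle and 100% = vehicle without agonist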
# Target sequence (P48145 whole entry, looked up): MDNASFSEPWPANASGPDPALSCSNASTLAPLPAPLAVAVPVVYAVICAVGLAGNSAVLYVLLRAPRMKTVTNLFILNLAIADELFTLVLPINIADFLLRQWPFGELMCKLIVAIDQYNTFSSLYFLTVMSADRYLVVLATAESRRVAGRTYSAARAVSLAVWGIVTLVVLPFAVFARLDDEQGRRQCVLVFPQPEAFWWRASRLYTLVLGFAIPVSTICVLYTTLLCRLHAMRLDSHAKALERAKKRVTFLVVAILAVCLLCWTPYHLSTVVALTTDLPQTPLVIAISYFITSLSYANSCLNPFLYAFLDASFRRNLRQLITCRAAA
# TAAR1 antag: human TAAR1 antagonists, primary screen, Fluo-8 calcium fluorescence, CHO RD-HGA16 cells; Trace amine-associated receptor 1 (Homo sapiens), Q96RJ0; antagonist; inhibition, % at 3 µM; hit rate 1.5% among 360,000; AID 624466, 2012;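 active = inhibition above a per-plate cutoff, the mean inhibition of test compounds on that plate plus 3 SD, cut at about 49% in these data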;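 note: 0% = DMSO plus EC80 beta-PEA response and 100% = DMSO alone without agonist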
# Target sequence (Q96RJ0 whole entry, looked up): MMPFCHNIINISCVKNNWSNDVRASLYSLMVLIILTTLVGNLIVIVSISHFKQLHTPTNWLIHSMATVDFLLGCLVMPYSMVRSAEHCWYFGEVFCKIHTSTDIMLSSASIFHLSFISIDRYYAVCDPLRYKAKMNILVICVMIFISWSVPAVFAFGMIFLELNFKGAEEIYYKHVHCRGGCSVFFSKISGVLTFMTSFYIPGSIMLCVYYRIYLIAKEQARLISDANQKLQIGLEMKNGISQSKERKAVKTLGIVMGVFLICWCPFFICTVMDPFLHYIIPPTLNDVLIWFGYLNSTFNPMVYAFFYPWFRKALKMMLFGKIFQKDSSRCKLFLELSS
#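 test system = CHO RD-HGA16 cells bearing hTAAR1 | replication = singlicate | controls = DMSO-only wells and EC80 β-PEA-stimulated wells | reagent = EC80 β-phenethylamine stimulus | read-out basis = percent inhibition of PEA-evoked calcium signal, max/basal emission ratio | schedule = seeding 17-24 h prior, 75-min 37 °C, 30-min RT dye loading | signal = kinetic Fluo-8 calcium fluorescence measurement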
# CHO-K1 Ca antag: nonselective inhibitor or artifact in parental CHO-K1 cells; ATP-induced calcium, Fluo-8 fluorescence; inhibition, % at 3 µM; hit rate 0.6% among 360,000; AID 602250;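 active = inhibition above a per-plate cutoff, the plate's mean sample inhibition plus 3 SD, cut at about 24% in these data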;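 note: 0% = DMSO plus EC80 ATP and 100% = DMSO alone without ATP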
# M1 ag parental: counter-screen for M1 agonists: effect in parental CHO-K1 cells; activation, % at 3 µM; hit rate 0.48% among 360,000; Fluo-8 calcium fluorescence; scaled to maximal ATP response, vehicle zero; in the data active = activation above about 15%;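 note: untransfected CHO-K1 host cells lacking M1 receptor as counterscreen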
# Starred values were filed as active, the others as inactive; . = not tested or not shown.
SMILES,CHO-K1 Ca PAM,V1R ag counter,CHO parental Ca,OXTR potentiate,OXTR agonist,GPR7 antag,TAAR1 antag,CHO-K1 Ca antag,M1 ag parental
CC1CCN(c2c(NCC3CCC(C(=O)NCc4ccc(F)cc4)CC3)c(=O)c2=O)CC1 (stereo unspecified),15,0.7,2,-1,-0.4,-14,-30,-8,1.0
CCOC(=O)Cc1csc(NC(=O)COc2ccccc2)n1,9,1.3,-10,-2,0.3,-10,-7,-4,0.9
CCN(C(=O)COC(=O)CNC(=O)c1ccc(C)s1)c1ccccc1,13,0.6,-3,-16,-1.7,-6,0,-4,0.4
CCCN(C(=O)CSCc1ccccc1C)c1c(N)n(Cc2ccccc2)c(=O)[nH]c1=O,11,0.4,-5,-5,-0.1,.,-6,-12,0.7
O=C(CSc1nc2c(c(=O)[nH]1)CN(Cc1ccc(F)cc1)CC2)Nc1ccc(F)cc1,11,1.3,-13,4,0.3,-8,-11,2,2.0
CN1C2CCC1/C(=C\c1ccccc1)C(=O)/C2=C\c1ccccc1,10,-1.0,-8,-19,-1.5,0,-7,-3,-0.5
O=C(CC(=O)Nc1ccccc1[N+](=O)[O-])Nc1ccccc1[N+](=O)[O-],-18,14,21,-22,8.7,-4,6,1,9.9
Cc1ccc(OC(=O)CCNC(=O)c2ccccc2Cl)c(Br)c1,7,-0.5,-12,-6,-2.2,.,12,-14,1.0
COc1ccc(C2=NOC(C(=O)Nc3ccc4c(c3)OCCO4)C2)cc1OC (stereo unspecified),12,3.0,-7,-11,1.0,2,-7,-10,1.7
CCc1nnc(NC(=O)CSc2nnc(COc3cccc(C)c3)o2)s1,6,0.8,-3,-5,1.7,-2,9,-11,1.4
CCOC(=O)NN1C(=O)c2ccccc2NC12CCCC2,19,-0.2,0,-5,0.6,-13,19,-25,0.9
COC(Cn1c(-c2cccc(S(=O)(=O)N(C)C)c2)n[nH]c1=S)OC,2,-0.6,-2,-14,-0.1,-10,-15,-12,0.2
CCn1c(SCc2ccccc2)nnc1C1CCCCC1,23,0.7,-11,-7,-0.9,3,-17,-8,0.5
COc1ccc(C(=O)NNC(=O)CN2CCC(n3nnc4cc(C(F)(F)F)ccc43)CC2)cc1,2,4.2,-12,-5,4.2,4,4,0,0.6
Cc1ccc(C(=O)/C=C/c2ccccc2[N+](=O)[O-])cc1,0,-0.8,-15,-4,-2.3,-1,-29,-10,-0.1
CC(=O)N1N=C(c2ccc(Br)cc2)CC1c1ccc(Br)cc1 (stereo unspecified),8,.,.,.,.,.,-5,-5,2.4
CCc1ccc(/C=C/C(=O)c2ccc(N3CCOCC3)cc2)cc1,1,2.7,6,-2,3.7,0,9,1,3.6
N#CC1=C(N)C(C#N)(C#N)C2(CCC3(CC2)OCCO3)C2CC3(CC=C12)OCCO3 (stereo unspecified),-12,-0.4,0,-5,1.4,-2,13,-32,1.6
CCc1nnc(SCC(=O)Nc2ccc3c(c2)OCO3)o1,18,0.5,1,-13,-0.7,-3,-7,-8,0.5
CC(C)NC(=O)c1cnc(Sc2ncc(C(F)(F)F)cc2Cl)n1C,-7,1.7,-20,-19,0.9,-5,-9,12,0.5
CC1CC1C(=O)N(C)CC(=O)Nc1ccccc1Br (stereo unspecified),18,1.9,-7,6,0.8,.,2,-8,-0.1
COc1ccc(-n2cc(CNCc3cnc4ccccn34)c(-c3cccc(F)c3)n2)cc1,1,1.7,-25,-8,4.5,-9,33,1,2.4
Nc1c(Sc2ccccc2)c(=O)[nH]c(=O)n1Cc1ccccc1,16,0.7,14,-1,1.1,-9,5,2,1.2
CC(C)CC[n+]1ccn(C2=C([O-])c3ccccc3C(=O)/C2=N\S(=O)(=O)c2ccccc2)c1,3,0.3,-11,1,-0.7,5,.,-16,0.1
Nc1ccc(-n2nc(C(F)(F)F)cc2C(F)(F)F)cc1,16,-1.3,1,-1,3.8,-12,3,-10,1.1
COCC(=O)NNC(=O)Cc1ccc(Cl)cc1,9,0.0,3,1,0.1,-3,13,-5,-0.2
COc1cc(/C=C2\SC(N3CCC(C)CC3)=NC2=O)ccc1O,-9,1.2,-8,-8,-0.3,-1,3,-14,-0.5
O=C(Nc1ccc([N+](=O)[O-])cc1)Nn1cnnc1,-3,1.7,-7,2,1.4,-22,-45,11,0.1
CCN1CCN(CCNC(=O)Nc2ccc([N+](=O)[O-])cc2)CC1,22,0.6,-5,-4,0.7,-8,-20,-17,0.6
O=C(CCc1ccccc1)NNC(=O)Cc1ccc(Cl)cc1,-4,0.4,11,-3,-0.3,-17,7,-6,0.0
CC(=O)NC(Cc1cc(C)ccc1C)C(=O)N1CCN(C(=O)c2ccc([N+](=O)[O-])cc2)CC1 (stereo unspecified),9,0.0,-4,-4,0.1,-14,-2,-5,-0.1
COC(=O)c1sc(-c2cccs2)cc1N,-16,-0.1,-8,-6,-2.2,0,25,-6,-0.2
Cc1cccc(NS(=O)(=O)c2ccc(C(C)(C)C)cc2)n1,16,2.3,-7,2,1.7,-8,-11,-12,3.3
CCOc1ccc(NC(=S)N(CCc2c(C)[nH]c3ccc(C)cc23)Cc2ccco2)cc1,-2,-1.4,-14,-7,0.9,0,-5,-2,0.3
O=C1NC2(CCCCC2)N=C1c1ccc(Br)cc1,-1,0.1,-21,0,-2.5,-16,-3,1,-0.3
CCOC(=O)CC(=O)CSc1nc2nc(C)cc(C)n2n1,9,0.2,-7,0,0.6,-12,-6,-1,0.9
Cn1cccc1/C=C1\SC(=S)N(NC(=O)c2ccccc2Cl)C1=O,20,0.1,-7,1,0.0,0,21,-11,1.6
O=C(O)C1CC1C(=O)N1CCN(c2ccc(Cl)c(Cl)c2)CC1 (stereo unspecified),5,2.5,0,-7,3.3,10,-12,1,0.5
Cc1ccc(NS(=O)(=O)c2ccc(C(=O)N3CCN(c4ncccn4)CC3)cc2)cc1,13,11,6,-31,12,11,5,10,8.5
CCOc1ccc(OCCN2C(=O)c3ccccc3C2=O)cc1,-1,0.3,-8,-6,-1.1,-5,-25,-1,0.5
CCOC(=O)CNC(=O)CN1C(=O)CCS(=O)(=O)c2ccccc21,19,-0.5,4,-8,0.4,1,-4,-5,1.0
Cc1ccc(C(=O)N/C(=C\c2cccs2)C(=O)NCCc2c[nH]c3ccccc23)cc1,15,-0.5,-15,3,-0.7,-6,46,-4,2.0
CSc1ccc(CN(C)CC(=O)N(C)CC(=O)Nc2ccccc2Br)cc1,15,0.4,-24,-6,0.3,.,4,-13,0.4
CCOC(=O)C(C)n1cnc2c1c(=O)[nH]c(=O)n2C (stereo unspecified),-7,0.3,-8,0,0.8,-6,-23,18,-0.2
Cc1ccc(OC(=O)COc2ccccc2)c(-n2nc3ccccc3n2)c1,15,0.6,-17,-4,0.4,12,2,-6,0.3

# 3 compounds picked at random from the list so far, as already listed:
SMILES,CHO-K1 Ca PAM,V1R ag counter,CHO parental Ca,OXTR potentiate,OXTR agonist,GPR7 antag,TAAR1 antag,CHO-K1 Ca antag,M1 ag parental
CCOc1ccc(OCCN2C(=O)c3ccccc3C2=O)cc1,-1,0.3,-8,-6,-1.1,-5,-25,-1,0.5
Cc1ccc(OC(=O)COc2ccccc2)c(-n2nc3ccccc3n2)c1,15,0.6,-17,-4,0.4,12,2,-6,0.3
O=C(O)C1CC1C(=O)N1CCN(c2ccc(Cl)c(Cl)c2)CC1 (stereo unspecified),5,2.5,0,-7,3.3,10,-12,1,0.5

# The list goes on.
SMILES,CHO-K1 Ca PAM,V1R ag counter,CHO parental Ca,OXTR potentiate,OXTR agonist,GPR7 antag,TAAR1 antag,CHO-K1 Ca antag,M1 ag parental
S=c1[nH]ccn1-c1cccc(Cl)c1,19,-0.1,1,3,1.8,-8,-11,3,0.1
O=C(CCc1nc2ccccc2c(=O)[nH]1)Nc1nnc(SCc2ccc(F)cc2)s1,26,0.0,-12,-3,1.2,.,-2,-13,1.7
Cn1c(=O)c2c(ncn2CC(=O)NC(C)(C)C)n(C)c1=O,-7,0.8,5,-3,1.6,-2,-13,-1,-0.4
O=C(COC(=O)c1ccc2c(c1[N+](=O)[O-])C(=O)c1ccccc1C2=O)NC1CC1,-6,0.0,21,-9,0.7,-16,13,-3,1.3
O=C(NCc1ccccc1Cl)C1CCN(C(=O)c2ccc(F)cc2)CC1,-8,.,.,.,.,.,-17,11,0.1
CC(C)OP(=O)(OC(C)C)C(O)c1ccc2c(c1)OCO2 (stereo unspecified),15,1.4,-5,-3,0.1,-1,3,-2,0.7
O=C1[C@H]2[C@@H](c3ccccc3)N[C@]3(CCCN(Cc4ccc(Br)cc4)C3=O)[C@H]2C(=O)N1Cc1ccccc1,23,.,.,.,.,.,35,-15,5.5
Cc1ccc(S(=O)(=O)Oc2ccc(/C=C3/N=C(c4ccccc4)OC3=O)cc2)cc1,21,0.4,-11,4,0.0,-6,18,-10,0.5
Nc1c(-c2ccc(Cl)cc2)cnc2ncnn12,23,1.0,-4,-1,0.8,-11,9,-4,1.3
Cc1ccc(SCCN2CCC(C(C)(C)C)CCC2=O)cc1 (stereo unspecified),-5,-1.3,-10,-12,-2.5,10,-2,-3,0.7
CC(C)C(c1nnnn1Cc1cccs1)N1CCN(C2CCCC2)CC1 (stereo unspecified),0,0.2,-14,-7,0.1,34*,8,-2,-0.2
COc1ccccc1/C=C/CN1CCCC(CO)(CCc2ccccc2)C1 (stereo unspecified),12,0.0,-27,-7,0.8,-3,-9,0,0.8
Cc1ccc(OCc2nnc(SCC(=O)Nc3ncc(C)s3)o2)cc1,7,-0.3,4,4,-0.4,-12,2,-18,1.8
CC1CCCCN1C(=O)CSc1nnc(CSc2ncccn2)n1C (stereo unspecified),17,-0.1,-3,-8,0.2,-15,-10,-8,0.3
Cc1ccc(S(=O)(=O)NCCC(=O)OCC(=O)NC(=O)c2cccn2C)cc1,8,0.7,-11,-8,-0.1,-8,1,-3,11
Cc1ccc(S(=O)(=O)Nc2cc(-c3nn(C)c(=O)c4ccccc34)ccc2N2CCOCC2)cc1,-4,0.4,-18,-6,-0.4,1,5,-17,0.6
O=C(O)c1ccccc1-c1ccccc1C(=O)NNc1ccccc1,13,-1.3,0,-5,-0.8,4,-1,-3,-0.2
CCCc1cc(=O)[nH]c(SCCOc2ccc(OCC)cc2)n1,11,0.1,-8,-11,-2.4,-2,20,-12,1.1

# Bioassay records deposited in PubChem BioAssay by The Scripps Research Institute Molecular Screening Center.
